rCAG binder = binds r(CAG) RNA repeats | r(CAG) RNA repeat, TO-PRO-1 dye displacement fluorescence | inhibition, % at 3 µM | 1.3% of 370,000 active;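 active = inhibition above the plate cutoff, the mean of all test compounds on that plate plus 3 SD, cut at about 35% in these data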;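 also: 0% = DMSO alone and 100% = 100 µM mitoxantrone as full dye displacement; higher means more dye released from RNA so lower well fluorescence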
NR1D1 modulator = Rev-erb alpha (human) modulation; Rev-erbα–FITC-DNA binding, fluorescence polarization, 90 min; activity, % at 10 µM; 0.79% of 370,000 active; P20393; AID 1259318;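 active = activity above about 14%, limit read from the data; passing the limit was not always enough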;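 also: 0% = DMSO wells with 35 nM protein and 100% = DMSO wells with 750 nM protein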
PG9 Ab binder = binds the HIV-1 gp120 antibody PG9 | inhibition, % at 6.7 µM | 0.43% of 360,000 active | AID 624416 | TR-FRET gp120-PG9 antibody binding; in the data active = inhibition above about 8.5%
GC-B act = GC-B (human) receptor activation; HEK293-GC-B cells, CNP EC30, cGMP TR-FRET; 0% at EC30 CNP, 100% saturating CNP; P20594; 0.11% of 370,000 active; activation, % at 10 µM;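 active = activation at 10 µM reaching about 35% in either raw or pattern-adjusted values, limit read from the data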
SMARCA2 act = activators of SMARCA2 function. MG213 cells, MMTV-luciferase reporter, dexamethasone, overnight. activation, % at 9.1 µM. 1% of 370,000 active. AID 652017; in the data active = activation above about 7.8%;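 also: 0% = vehicle wells and 100% = reference activator wells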
ASAP1 GAP inh = inhibitors of human ASAP1 ArfGAP activity | Q9ULH1 | inhibition, % at 16.5 µM | 0.19% of 360,000 active | ASAP1-stimulated ARF1 GTP hydrolysis, GDP FP detection | AID 624377; in the data active = inhibition above about 25%;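 also: 0% = vehicle with enzyme and substrate and 100% = no enzyme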
Target sequence (Q9ULH1 325-724 limits assumed): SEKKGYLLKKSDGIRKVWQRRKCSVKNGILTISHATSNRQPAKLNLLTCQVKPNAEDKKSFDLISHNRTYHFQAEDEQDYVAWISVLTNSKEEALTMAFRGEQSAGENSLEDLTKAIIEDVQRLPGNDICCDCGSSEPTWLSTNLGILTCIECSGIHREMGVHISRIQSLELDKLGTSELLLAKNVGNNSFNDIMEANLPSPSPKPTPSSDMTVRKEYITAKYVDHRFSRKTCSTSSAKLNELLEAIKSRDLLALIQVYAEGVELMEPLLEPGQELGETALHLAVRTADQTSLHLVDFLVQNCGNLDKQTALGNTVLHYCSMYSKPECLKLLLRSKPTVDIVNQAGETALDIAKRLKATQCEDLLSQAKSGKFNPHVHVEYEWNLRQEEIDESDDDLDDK
ARFGAP1 inh = inhibitors of rat ARFGAP1; 0.26% of 360,000 active; inhibition, % at 16.5 µM; Arfgap1-stimulated ARF1 GTP hydrolysis, GDP FP detection;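 active = inhibition above a per-plate limit, mean inhibition of low control wells plus 3 SD, cut at about 25% in these data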;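 also: 0% = DMSO wells with enzyme and 100% = wells lacking Arfgap1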
Target sequence (Q62848 1-136 limits assumed): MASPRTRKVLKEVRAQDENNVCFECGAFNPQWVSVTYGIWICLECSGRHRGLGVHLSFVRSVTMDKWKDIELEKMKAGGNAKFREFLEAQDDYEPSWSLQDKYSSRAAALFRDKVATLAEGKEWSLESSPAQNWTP
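system = rat Arfgap1 catalytic domain, aa 1-136 | technique = FP, GDP Alexa 633 tracer displaced from anti-GDP antibody, 620/688 nm | compound = one concentration, 16.5 µM, DMSO 1.26% | medium = HEPES-based buffer, pH 7.5 | timing = compound-enzyme preincubation 20 min, reaction 120 min, detection 60 min, 25 °C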
GC-A act = GC-A (human) enzyme activation; P16066; HEK293 GC-A cells, cGMP TR-FRET, EC30 ANP; 0% at EC30 ANP, 100% saturating ANP; activation, % at 10 µM; 0.14% of 370,000 active; in the data active = activation above about 40%
HTRA1 inh = blocks human HTRA1 serine peptidase. 0.5% of 340,000 active. recombinant HTRA1, FP-rhodamine activity-based probe, fluorescence polarization. Q92743. AID 504803. inhibition, % at 5.96 µM; in the data active = inhibition above about 36%;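 also: 0% = enzyme with DMSO and 100% = wells lacking enzyme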
ABHD4 inh = inhibitors of mouse ABHD4; Q8VD66; purified mABHD4, FP-Rh probe fluorescence polarization; inhibition, % at 8.92 µM; 0.54% of 370,000 active;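 active = inhibition exceeding the mean over every tested compound plus 3 SD, cut at about 30% in these data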;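 also: 0% = plate median of compound wells and 100% = S159A mutant with DMSO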
Target sequence (Q8VD66 whole entry, looked up): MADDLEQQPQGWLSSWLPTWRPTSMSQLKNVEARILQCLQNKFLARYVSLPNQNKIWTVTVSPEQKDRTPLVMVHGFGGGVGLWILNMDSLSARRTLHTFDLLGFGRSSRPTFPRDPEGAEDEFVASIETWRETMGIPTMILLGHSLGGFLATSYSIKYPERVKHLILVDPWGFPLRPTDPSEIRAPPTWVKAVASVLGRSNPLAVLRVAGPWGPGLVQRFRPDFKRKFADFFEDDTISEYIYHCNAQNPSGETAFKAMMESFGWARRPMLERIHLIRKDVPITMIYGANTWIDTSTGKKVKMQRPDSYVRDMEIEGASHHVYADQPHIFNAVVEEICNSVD
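Assay system: mouse ABHD4 enzyme, wild type / Also added: fluorescent activity-based probe FP-Rh / Doses: single nominal dose of 8.92 µM, 0.89% DMSO final / Timing: 45 min compound pre-incubation plus 60 min probe step, 25 °C / Signal: FP readout, ex 525 nm / em 598 nm / Control set: S159A mutant/DMSO as 100%, compound-well median as 0%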
Numbers without * were called inactive; / = not tested or not shown; & = joins results of further samples. The order is random (roughly 4.4% active in at least one column).

SMILES	rCAG binder	NR1D1 modulator	PG9 Ab binder	GC-B act	SMARCA2 act	ASAP1 GAP inh	ARFGAP1 inh	GC-A act	HTRA1 inh	ABHD4 inh
O=C(NCC(F)(F)F)c1ccc(S(=O)(=O)Nc2ccccc2N2CCCC2)cc1	8	4	8.4	8	-3	13	2	-1	-6	-7
CCCC1=C(C(=O)OCC)C(/C=C/c2ccccc2)n2ncnc2N1 (centres undefined)	/	1	/	1	/	/	/	45*	-7	/
C[C@@H]1CN([C@H](C)CO)S(=O)(=O)c2ccc(Br)cc2O[C@H]1CN(C)C(=O)Cc1ccccn1	3	2	0.1	1	0	-9	0	-8	0	-3
CCCCCCCCC(c1nc2cc(C)c(C)cc2[nH]1)n1c(=O)c(-c2ccccc2Br)nc2ccccc21 (centres undefined)	3	-3	-2.1	4	-1	1	18	-3	/	8
COC(=O)c1ccccc1N(C)S(=O)(=O)c1cc2c3c(c1)CCC(=O)N3CCC2	-5	3	0.2	0	-1	3	7	-1	1	-8
Cc1cc(NS(=O)(=O)c2ccc(NC(=O)c3cc4cc(Br)ccc4oc3=O)cc2)no1	-1	-33	-3.3	3	5	-2	9	4	4	1
CN(C)S(=O)(=O)N1CCN(c2cccc(Cl)c2)CC1	-4	0	1.8	-2	2	3	-8	1	1	6
Cc1cccc(OCCC(=O)OCC(=O)N2CCc3ccccc32)c1	-1	0	-4.7	-5	2	12	-15	-3	-18	-3
CCN(CC(=O)Nc1ccccc1OC)C(=O)CN1C(=O)NC2(CCCC2)C1=O	-5	-5	1.1	0	2	10	2	3	8	-4
CNC(=O)c1cc(Cl)c(OC)c(OC)c1	-1	2	-0.6	2	-1	4	-1	0	-3	14
CCC(CO)Nc1ncnc2onc(-c3ccc(F)cc3)c12 (centres undefined)	1	-6	0.8	-1	-2	1	7	-6	6	4
O=C(NCc1ccccc1)c1ccc(CS(=O)(=O)Cc2ccc(F)cc2)o1	-5	-6	-0.7	0	-2	3	9	-2	-3	0
CCc1nc2ccc(C(=O)N(CC)CCN(C)C)cn2c1N(CC)CCOC	-2	-2	-1.8	0	-2	2	5	1	/	-7
O=C(NCc1ccc2c(c1)OCO2)c1cc(-c2ccccc2Cl)on1	0	0	-0.8	2	-1	5	-2	4	-13	-19
CC(C)CC1NC(=O)c2ccc(Cl)cc2-n2c1nc1ccc(Cl)cc1c2=O (centres undefined)	3	-2	-0.9	4	0	10	6	-1	/	12
CN(C)c1cccc(C(=O)NCCCSc2ccccc2)c1	-5	3	-3.9	2	5	5	-4	3	1	2
Cc1nc(N2CCC(C)CC2)c2c(C)c(C(=O)Nc3cccc(C(F)(F)F)c3)sc2n1	1	0	-0.2	-3	1	14	-4	-1	-12	-4
Cc1cc2occ(CC(=O)NCc3cccs3)c2cc1C(C)C	5	4	0.6	-10	-1	-1	-13	-2	-12	-26
N=C(N)Sc1nc(N2CCCCC2)nc(N2CCCCC2)n1	4	-1	-2.2	3	-1	-1	-8	2	-5	-8
CCn1c2ccc(C)cc2c2nnc(NN)nc21	14	-1	-2.8	2	-2	3	-8	4	-6	7
COc1cccc(CNC(=O)C2CCC(CNS(=O)(=O)c3cccc4nsnc34)CC2)c1 (centres undefined)	4	1	0.1	-1	0	1	3	2	-2	8
O=C1Nc2ccccc2C(O)(C(=O)NCc2ccco2)N1c1ccccc1 (centres undefined)	1	-9	-0.5	1	-1	1	2	0	1	0
CC(C)=NOCC(=O)Nn1c(COc2c(C)cccc2C)nc2ccccc2c1=O	4	3	-0.6	0	-5	-15	14	0	3	2
Cc1nc2ccccn2c1C(=O)N/N=C/c1ccccc1Cl	-3	-6	-0.7	-2	2	14	-3	-1	-4	6
CC(SCc1cc(=O)n2c([nH]c3ccccc32)c1C#N)C(=O)O (centres undefined)	23	1	-1.3	4	11*	12	2	2	12	15

Single entries from above.
CN(C)S(=O)(=O)N1CCN(c2cccc(Cl)c2)CC1 @ SMARCA2 act: 2
COC(=O)c1ccccc1N(C)S(=O)(=O)c1cc2c3c(c1)CCC(=O)N3CCC2 @ rCAG binder: -5

The listing picks up; the 3 compounds before the break are reprinted first.
SMILES	rCAG binder	NR1D1 modulator	PG9 Ab binder	GC-B act	SMARCA2 act	ASAP1 GAP inh	ARFGAP1 inh	GC-A act	HTRA1 inh	ABHD4 inh
CC(C)=NOCC(=O)Nn1c(COc2c(C)cccc2C)nc2ccccc2c1=O	4	3	-0.6	0	-5	-15	14	0	3	2
Cc1nc2ccccn2c1C(=O)N/N=C/c1ccccc1Cl	-3	-6	-0.7	-2	2	14	-3	-1	-4	6
CC(SCc1cc(=O)n2c([nH]c3ccccc32)c1C#N)C(=O)O (centres undefined)	23	1	-1.3	4	11*	12	2	2	12	15
O=C1CN(C(=O)CN2CCN(S(=O)(=O)c3ccccc3)CC2)c2ccccc2N1	4	-4	-0.5	4	-3	-14	-1	4	1	-5
NCCNCCNCCN	0	-7&2	-1.3	3	-5	1	8	0	0	3
CCC(c1nnnn1Cc1ccccc1)N1CCN(c2ccccc2)CC1 (centres undefined)	-6	0	-0.9	2	-2	7	-13	3	-1	-3
Cc1nn(CC(=O)NCc2ccc(OC(C)C)cc2)c(=O)c2cc3occc3n12	-4	-5	0.4	1	-2	-3	-2	-1	/	-6
CCc1ccc(NC(=O)c2ccc(C3SCC(=O)N3CCc3ccccc3)cc2)cc1 (centres undefined)	-1	-3	-0.1	2	-3	-4	-1	5	-10	-3
NC(=O)c1c(N)[nH]c(C(=O)c2ccccc2)c1-c1ccccc1Cl	6	3	2.5	2	1	14	-9	-4	/	-3
Cc1ccc(NC(=O)N(O)C2CCCCC2C#N)cc1 (centres undefined)	2	7	1.3	2	3	-3	-5	-2	-2	-5
Cc1ccnc(NC(=O)CCC(=O)N(CC(=O)NC2CCCCC2)c2ccc3c(c2)OCO3)c1	-2	-8	0.7	-8	0	4	-4	0	5	2
CCOCC(=O)Nc1nnc(COC)s1	-1	0	1.9	3	1	-2	3	5	0	2
OC(CC#CCN1CCCCC1)(c1ccccc1)c1ccccc1	-3	5	0.2	-4	-3	1	-1	-7	-18	-3
CN(C(=O)c1c[nH]c(=O)cc1C(F)(F)F)c1ccc(Cl)cc1	-1	-2	-2.9	0	1	-5	-2	3	1	-1
CC1CCC2(CC1)NC(=O)N(CC(=O)N1CCN(C(=O)c3cccs3)CC1)C2=O (centres undefined)	2	3	0.1	-1	0	-14	-2	3	-3	4
Cc1ccc(C2=CSC3=NCCN23)c(C)c1	-1	2	0.9	-1	-1	-15	-11	0	-4	3
COc1ccc(C)cc1S(=O)(=O)NC(C)C(=O)Nc1ccc2c(c1)OCO2 (centres undefined)	2	-4	-0.9	2	1	2	-3	0	2	3
Cn1nc(C(F)(F)F)c(-c2ccccc2)c1NC(=O)c1ccco1	-3	-3	-1.3	9	-6	9	7	-3	1	-1
COc1ccc(NC(=O)CCn2c(=O)c3cccn3c3ccccc32)cc1	-2	1	-3.4	-2	-2	-17	-1	-4	-1	-2
CC(=O)c1cccc(NC(=O)c2noc3c2CCc2ccccc2-3)c1	-1	10	-4.6	-10	2	-14	0	-5	-1	-4
Cn1c(=O)oc2cc(S(=O)(=O)NCc3ccc(F)cc3)ccc21	-3	0	0.4	0	0	0	10	6	1	-3
CC(C)c1nnc(NC(=O)Cn2nc(-c3ccc4c(c3)OCCO4)ccc2=O)s1	1	3	3.3	-3	-2	9	1	-11	-3	-2
CCOCCCNC(=O)N[C@@H](C)C(=O)OC	0	-6	-0.3	5	-2	-5	-13	-1	4	2
O=C(N/N=C/c1ccco1)C1CC1	0	1	-1.8	5	-1	11	10	2	4	3
COc1ccc(OC)c(NC(=O)CSc2nnc(-c3ccco3)n2-c2ccccc2)c1	-3	-5	0.0	0	1	-11	0	-6	-9	0
CCOC(=O)c1c(NC(=S)NC(=O)c2cnn(CC)c2)sc2c1CCC(C)C2 (centres undefined)	0	1	1.2	-4	7	-15	-1	-1	5	2
COc1ccc(CC(=O)N2CCN(S(=O)(=O)c3cccs3)CC2)cc1OC	4	-3	-0.9	4	1	-10	-1	-2	1	-7
COC(=O)c1scc(C)c1N/N=C(\C)c1cc(F)c(Cl)cc1F	0	-1	-1.2	-5	1	-16	-11	-19	6	3

Shown as a hit in SMARCA2 act, of those listed so far:
Structure,NR1D1 modulator,PG9 Ab binder,GC-B act,SMARCA2 act,ASAP1 GAP inh,ARFGAP1 inh,GC-A act,HTRA1 inh,ABHD4 inh
CC(SCc1cc(=O)n2c([nH]c3ccccc32)c1C#N)C(=O)O (centres undefined),1,-1.3,4,11*,12,2,2,12,15

Further entries:
SMILES	rCAG binder	NR1D1 modulator	PG9 Ab binder	GC-B act	SMARCA2 act	ASAP1 GAP inh	ARFGAP1 inh	GC-A act	HTRA1 inh	ABHD4 inh
O=C(CNS(=O)(=O)c1ccc(Br)s1)NCc1ccc2c(c1)OCO2	/	-2	/	0	/	/	/	3	-3	/
C#CCOCCOCCOCCNc1nc(N2CCN(C(=O)Cn3cc(CCCCN)nn3)CC2)nc(N2CCN(C(=O)[C@H]([C@@H](C)CC)n3cc(CCCN=C(N)N)nn3)CC2)n1	6	0	-0.4	2	1	-6	-7	2	1	1
O=C1N[C@H](Cc2ccccc2)COC(=O)[C@H](Cc2ccc(F)cc2)CC/C=C/C[C@H]1CC(=O)N(CCO)Cc1ccccc1	12	2	0.6	1	0	14	4	-2	-45	-11
Cc1cc(C)c(C)c(S(=O)(=O)NCCCN2CCCC2=O)c1C	-7	3	-1.0	-1	4	11	8	-3	8	1
c1cncc(-c2nc3cc4ccccc4cc3[nH]2)c1	1	-3	-1.1	-1	8.4*	16	4	2	-18	-11
O=C(Nc1nc(-c2ccc3c(c2)OCCO3)cs1)C1CCCC1	1	3	-0.5	5	-3	-4	9	1	-7	-2
COC(CNc1ncnc2c1cnn2C)OC	1	-2	1.6	0	-5	-18	17	0	-7	8
COc1cc(Nc2cccc(-c3ccccc3)n2)cc(OC)c1OC	4	7	0.3	-5	-2	-6	5	-4	/	16
Cc1c(C(=O)O)oc2c(F)cccc12	-2	0	0.9	-4	3	-4	-9	-3	/	5
O=C(CCCn1ncn2c(cc3occc32)c1=O)NCc1ccccc1F	0	1	0.5	-7	-2	-4	-5	-1	-3	2
CN1CCN(c2ccc(NC(=O)c3ccc(-c4ccc(Br)cc4)o3)cc2)CC1	-4	-4	-1.6	10	4	17	7	6	14	17
CCc1noc(C)c1C(=O)N1CCN(S(=O)(=O)c2ccc(Br)cc2Cl)CC1	-7	4	-0.9	-5	1	14	13	1	0	3
CC[C@@]12C(=O)N(c3cccc(Br)c3)C(=O)N1[C@H](c1ccc(OC)cc1)[C@@H]1C(=O)N(C(C)(C)C)C(=O)[C@@H]12	-2	-3	-0.3	-1	1	-7	4	-2	-86	-1
COc1ccc(C2=NN(CC(=O)Nc3cc(C)ccc3C)C(=O)CC2)cc1	0	0	-3.2	3	-4	1	-8	-1	11	-5
C[C@@H]1CC=C[C@H]2[C@H]1C(=O)N(Cc1ccccc1)[C@H]2c1ccc(Br)cc1F	1	2	0.3	-9	0	-19	1	-12	-19	0
CCOC(=O)C1(C)CCCN(C(=O)c2cc(C#N)cs2)C1 (centres undefined)	1	0	4.1	3	-1	1	4	3	/	2
Cc1noc(C)c1NC(=O)N(C)C[C@H]1Oc2ccc(NC(=O)CCN3CCOCC3)cc2C(=O)N([C@H](C)CO)C[C@@H]1C	1	-3	-0.1	2	0	15	-3	-1	0	5

Screens (PubChem BioAssay)
